From PubChem
PGK inhibitor: inhibitors of T. brucei phosphoglycerate kinase | PGK/GAPDH coupled, Kinase-Glo luminescence, 60 min | Potency, µM (highest dose often 57.5 µM), inactives show at the highest dose activity change, negative = inhibition, hits mostly inhibitors | P07378 | 380,000 tested, 0.043% active; also: potency is read from the fitted curve at half-maximal effect; % is scaled to controls: 0 for no effect and ±100 for the full control effect; nearly all actives have a fitted effect of over 60% in size
Target sequence (P07378 whole entry, looked up): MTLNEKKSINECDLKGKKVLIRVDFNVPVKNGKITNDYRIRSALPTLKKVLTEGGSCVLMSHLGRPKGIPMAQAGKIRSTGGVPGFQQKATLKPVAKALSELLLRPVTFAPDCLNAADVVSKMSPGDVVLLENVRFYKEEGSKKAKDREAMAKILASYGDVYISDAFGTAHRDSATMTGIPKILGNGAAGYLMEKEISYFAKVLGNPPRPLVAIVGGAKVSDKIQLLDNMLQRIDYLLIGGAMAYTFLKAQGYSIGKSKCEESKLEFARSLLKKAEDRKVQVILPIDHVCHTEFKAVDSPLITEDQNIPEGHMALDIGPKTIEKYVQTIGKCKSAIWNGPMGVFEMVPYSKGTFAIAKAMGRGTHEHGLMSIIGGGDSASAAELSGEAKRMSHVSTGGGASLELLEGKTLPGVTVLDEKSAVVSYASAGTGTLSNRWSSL
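Luminescent ATP detection (Kinase-Glo Plus) follows a 60-minute room-temperature incubation, with wells lacking PGK as controls. Buffer: 100 mM TEA (pH 7.6), 5 mM MgCl2, 0.01% Tween-20. Coupling enzyme GAPDH (100 nM final) supplies unstable 1,3-BPG in-well.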
JMJD2A Tudor inh: blocks the human JMJD2A Tudor domain; AlphaScreen JMJD2A-Tudor / H3K4me3 peptide binding; O75164; Potency, µM (titrated, usually from 114 µM), for the others: top-dose activity change, negative = inhibition, actives largely listed as inhibitors; 390,000 tested, 4.4% active; also: potency is read from the fitted curve at half-maximal effect; % is scaled to controls: 0 for no effect and ±100 for the full control effect; nearly all actives have a fitted effect of over 50% in size
HP1b chromo inh: HP1-beta chromodomain-methylated histone interaction inhibition. AlphaScreen HP1-beta / biotin-H3K9me3 peptide binding. AID 540317. 390,000 tested, 0.56% active. P83916. Potency, µM (titrated, usually from 114 µM), without a hit: at the highest dose activity change, negative = inhibition, hits mostly inhibitors; also: potency is read from the fitted curve at half-maximal effect; nearly all actives have a fitted effect of over 70% in size; inactives centre near 23
Target sequence (P83916 whole entry, looked up): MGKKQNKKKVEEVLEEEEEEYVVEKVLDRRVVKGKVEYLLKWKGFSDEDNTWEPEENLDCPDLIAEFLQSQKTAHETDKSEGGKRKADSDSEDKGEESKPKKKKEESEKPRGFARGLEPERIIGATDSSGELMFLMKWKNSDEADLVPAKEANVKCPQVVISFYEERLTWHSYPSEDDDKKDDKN
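HP1-beta protein (50 nM final) preincubated 30 min at room temperature with biotinylated H3(1-18)K9me3 peptide (50 nM) in PBS pH 7.4, 0.01% Tween-20, then compound added for 30 min. AlphaScreen streptavidin donor/nickel chelate acceptor beads (10 ug/mL final), 30 min dark, luminescence read.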
PI4K2A inh: PI4K2A (human) kinase inhibition; purified PI4K2A, ADP-Glo luminescence, 1 h; active compounds read low; activity change, negative = inhibition, % at 76.9 µM; Q9BTU6; 420,000 tested, 0.13% active; AID 1346378; in the data active = activity change below about -50%; inconclusive = mostly about -30% to -49%;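 also: -100% = wells without enzyme as full effect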
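ADP-Glo luminescence measured ADP generated by PI4K2A enzyme (4 ug/mL before mixing) with 1.2 mM PI substrate (pre-mix) and 300 microM ATP (pre-mix). Tris pH7.5 buffer with MgCl2, Triton X-100; 1 h reaction at ambient temperature.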
BAZ2B inh: BAZ2B (human) inhibition. AlphaScreen BAZ2B-H3K14Ac peptide displacement. AID 504333. Potency, µM (doses to about 114 µM), without a hit: at the top dose activity change, negative = inhibition, actives largely listed as inhibitors. Q9UIF8. 360,000 tested, 4.4% active; also: potency is read from the fitted curve at half-maximal effect; % is scaled to controls: 0 for no effect and ±100 for the full control effect; nearly all actives have a fitted effect of over 60% in size
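Protein-peptide AlphaScreen: BAZ2B 50 nM, b-H3K14Ac 50 nM, 1x PBS pH 7.4 + 0.01% Tween-20. Preincubation 30 min RT; cpd 30 min RT (top 110 uM); beads 20 min RT, light-protected.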
Pol eta inh: inhibitors of human DNA polymerase eta. recombinant Pol eta, fluorescent DNA replication assay. AID 588591. Q9Y253. Potency, µM (highest dose often 114 µM), without a hit: at the top dose activity change, negative = inhibition, most hits filed as inhibitors. 390,000 tested, 1.2% active; also: potency is read from the fitted curve at half-maximal effect; % is scaled to controls: 0 for no effect and ±100 for the full control effect
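Pol eta at 10 nM preincubated with compounds 15 min at room temperature; reaction started with fluorescent substrate (50 nM final) and read kinetically at 0 and 10 min.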
G9a block: inhibitors of human histone lysine methyltransferase G9a; Q96KQ7; 350,000 tested, 8.8% active; Potency, µM (doses to about 102 µM), for inactives: at the top dose activity, negative = inhibition, hits mostly inhibitors; G9a H3K9 monomethylation, AlphaScreen, 2 h; also: potency is read from the fitted curve at half-maximal effect; % is scaled to controls: 0 for no effect and ±100 for the full control effect; nearly all actives have a fitted effect of over 75% in size
Target sequence (Q96KQ7 913-1193 limits assumed): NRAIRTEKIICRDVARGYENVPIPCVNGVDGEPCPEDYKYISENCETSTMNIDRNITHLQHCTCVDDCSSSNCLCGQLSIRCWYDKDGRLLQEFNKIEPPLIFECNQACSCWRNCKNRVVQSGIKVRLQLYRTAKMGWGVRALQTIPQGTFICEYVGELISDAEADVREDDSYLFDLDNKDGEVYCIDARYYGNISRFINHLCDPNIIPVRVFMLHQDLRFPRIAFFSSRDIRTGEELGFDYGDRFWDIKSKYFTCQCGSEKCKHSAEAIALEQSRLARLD
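Signal arises when biotinylated H3K9 peptide, once monomethylated, bridges streptavidin donor and antibody-captured acceptor beads. Enzyme at 20 nM was preincubated 15 min with test compounds; peptide 500 nM and SAM 20 uM then reacted for 2 h.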
GLS inh: blocks human kidney-isoform glutaminase activity. 410,000 tested, 0.21% active. Potency, µM (doses to about 45.5 µM), for the others: at the top dose activity change, negative = inhibition, actives largely listed as inhibitors. O94925. GLS enzymatic activity, qHTS titration; also: potency is read from the fitted curve at half-maximal effect; % is scaled to controls: 0 for no effect and ±100 for the full control effect
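Coupled fluorescence readout: glutamate oxidase/HRP/Amplex Red detect glutamate formed by hKGA from L-glutamine (1 mM solution added). Buffer 45 mM KH2PO4 pH 8.2, 0.02% Tween-20; reads at t0 and 30 min RT.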
Pin1 inh: inhibitors of human Pin1; Q13526; Pin1 FP peptide displacement, HiFluor488, 10 min; Potency, µM (top dose mostly 115 µM), for inactives: top-dose activity, negative = inhibition, usual class: inhibitors; 390,000 tested, 0.009% active; active = well fitted inhibition curve with a large enough effect in the polarisation, with a control signal flat, not every such curve was filed as active; inconclusive = small, poorly fitted or top-dose-only effect, or effect the other way, or a change in a side signal; inactive = no such curve, though single readings can be large or run the other way; the % refers to the polarisation; also: potency is read from the fitted curve at half-maximal effect; % is scaled to controls: 0 for no effect and ±100 for the full control effect
Target sequence (Q13526 whole entry, looked up): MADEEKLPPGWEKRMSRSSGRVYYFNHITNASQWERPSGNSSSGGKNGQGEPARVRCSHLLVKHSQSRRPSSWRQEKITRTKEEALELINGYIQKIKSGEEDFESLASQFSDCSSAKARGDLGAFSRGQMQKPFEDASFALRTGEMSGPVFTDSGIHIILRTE
* hit, by the source's call; i = inactive; ? = inconclusive; nt = not tested or not shown; & = joins results of further samples; [ ] = remark or other dose. Unless noted, calls follow the shape of the dose curve; as a rule, active = well fitted curve in the direction sought with a large enough effect; inconclusive = small, poorly fitted or top-dose-only effect, or another doubt; inactive = no such curve, though single readings can be large; an effect the other way counts as inactive or inconclusive. Only part of the results is shown, so the mix of outcomes need not match the whole.

SMILES	PGK inhibitor	JMJD2A Tudor inh	HP1b chromo inh	PI4K2A inh	BAZ2B inh	Pol eta inh	G9a block	GLS inh	Pin1 inh
Cc1cc(C(=O)CN2C(=O)NC3(CCCc4ccccc43)C2=O)c(C)n1Cc1ccccc1 (centres undefined)	i	-28%	4%	7	?	-17%	?	3%	35%[activator]
O=C(NNC(=O)c1ccc2ccccc2c1)c1cccc(Cl)c1	-3%	-6%	31%[57 µM]	-2	nt	-16%	nt	-7%	-4%
CCn1cc(C(=O)N(C)Cc2ccc(OC(F)F)cc2)c(=O)c2ccc(C)nc21	7%	0%	27%	-4	2%	-4%	12%	-2%	6%
Cc1cc(C)n(-c2cc(N3CCN(C(=O)c4cccc(F)c4)CC3)ccc2[N+](=O)[O-])n1	i	-30%	20%	6	14%	-4%	-36%	7%	-2%
COC(=O)c1ccc(COC(=O)c2ccccc2OC)cc1	i	44%[activator]	57%[activator]	-5	37%	-5%	43%[59 µM]	-2%	0%
CCOC(=O)c1nnn(-c2nonc2-n2cccc2)c1CN1CCOCC1	-5%	-8%	22%	4	-7%[57.1 µM]	-7%	51%[activator][59 µM]	3%	7%
c1ccc2c(C3OCC4(CCCCC4)CO3)cccc2c1	-8%	nt	nt	-3	nt	-13%	nt	-1%	nt
N#Cc1c(-c2ccco2)cc(C2CC2)nc1SCC(=O)c1ccccc1	2%	0%	32%	1	-1%	-5%	?	-2%	?
CCOC(=O)c1sc(NC(=O)COC(=O)Cn2cnc3ccccc32)c(C(=O)OCC)c1C	-3%	-18%	37%	-6	3%	?	-32%[59 µM]	-13%	1%
CCN(CC)c1ccc(/C=N/NC(=O)CNC(=O)c2cccs2)cc1	10%	-14%	-3%	-4	-36%	-14%	50µM*	-9%	4%
Cc1ccc(-n2ncc3ccccc3c2=O)cc1Cl	i	1%	80%[activator]	-5	-1%	-7%	9%	0%	15%
O=C(COC(=O)c1ccccn1)Nc1nc(-c2ccccc2)cs1	-5%	79µM*	-14%	-8	50µM*	8%	-72%	4%	-7%
Cc1ccccc1-c1nnc(CS(=O)(=O)c2ccccc2)o1	0%	-8%	-6%	-3	-10%	-3%	34%	1%	-6%
CC1(C)CNC(=O)c2sc(NC(=O)CN3CCOCC3)nc2C1	1%	20µM*	45%[activator]	-2	3%	-5%	-13%[59 µM]	-20%	22%
Cc1cc(NC(=O)Nc2cccc([N+](=O)[O-])c2)no1	-1%	-13%	37%	6	-7%	-4%	-3%	7%	-1%

Profiles, quoted from the list. Screens in order: PGK inhibitor | JMJD2A Tudor inh | HP1b chromo inh | PI4K2A inh | BAZ2B inh | Pol eta inh | G9a block | GLS inh | Pin1 inh
`CCN(CC)c1ccc(/C=N/NC(=O)CNC(=O)c2cccs2)cc1` is entered as 10% | -14% | -3% | -4 | -36% | -14% | 50µM* | -9% | 4%
`Cc1cc(NC(=O)Nc2cccc([N+](=O)[O-])c2)no1` is entered as -1% | -13% | 37% | 6 | -7% | -4% | -3% | 7% | -1%

Later entries
SMILES	PGK inhibitor	JMJD2A Tudor inh	HP1b chromo inh	PI4K2A inh	BAZ2B inh	Pol eta inh	G9a block	GLS inh	Pin1 inh
Cc1cc(C(=O)NNC(=S)NCc2ccccc2)no1	0%	-5%	43%[activator]	-3	4%	9%	1%	14%	2%
COc1cc(OC)c(C2=NOC(C(=O)Nc3c(C)n(C)n(-c4ccccc4)c3=O)C2)cc1Cl (centres undefined)	-3%	0%	26%	-1	-1%	-18%	-3%	-6%	-2%
CSCCC(NS(=O)(=O)c1ccc(C)cc1C)C(=O)Nc1cccnc1 (centres undefined)	i	-9%	37%[activator]	0	nt	-17%	nt	-8%	0%
CCN(CC)C(=S)SCC(=O)Nc1ncc2c(n1)CC(C)(C)CC2=O	-9%	9%	32%	-4	-7%	-10%	15%[59 µM]	-9%	6%
C=CCSC1=Nc2cc(OC)c(OC)cc2C2=NC(=O)CN12	2%	-16%	28%	6	-19%	14%	50µM*	4%	9%
CCN(CC(=O)Nc1ccccc1OC)C(=O)c1ccc(NC(=O)c2cccs2)cc1	i	-17%	39%	-3	8%	2%	18%[2.33 µM]	-3%	-8%
CCOC(=O)C1CCN(C(=O)CCCCn2c(=O)[nH]c3ccccc3c2=O)CC1	i	-2%	28%	2	-3%	-8%	1%[59 µM]	1%	5%
O=S(=O)(c1ccc2c(c1)OCCO2)N1CCC(n2nnc3cc(C(F)(F)F)ccc32)CC1	2%	-4%	28%	2	-2%	-6%	-3%	8%	-5%
Cc1cccnc1NC(=O)Cn1nc(-c2ccccc2)oc1=S	-3%	79µM*	6%	3	21%	-10%	50µM*	-5%	-5%
O=C(COC(=O)c1ccc(Cl)cc1Cl)Nc1cccc(S(=O)(=O)NC2=NCCC2)c1	0%	-15%	13%	0	4%	1%	-6%[59 µM]	0%	1%
CCCN(CC1CC1)c1nc(C)nc(Nc2c(Cl)cc(Cl)cc2Cl)c1Cl	4%	54%[activator]	105%[activator]	0&-3	nt	?	38%[activator][59 µM]	-3%	?
COc1ccc(/C=C/C(=O)c2ccc[nH]2)cc1OC	3%	-18%	5%	-3	10%	-8%	-28%	8%	-3%
Cc1ccnc(NS(=O)(=O)c2ccc(NC(=O)c3cncc(Br)c3)cc2)n1	-4%	-9%	20%	-2	7%	0%	5%[59 µM]	14%	-1%
CCOC(=O)C1=C(C)NC(C)=C(C(=O)OCC)C1C(=O)OCC(=O)NC1(C#N)CCCCC1	0%	3%	16%	3	11%	-7%	4%	4%	0%
CC(C)c1ccc(S(=O)(=O)/N=C2/C=C(Sc3ncn[nH]3)C(=O)c3ccccc32)cc1	-11%	7.1µM*	18µM*	-55*	45µM*	13µM*	1.6µM*	11%	nt
FC(F)(F)C1=CC(c2ccc(Cl)cc2)=NCCN1	i	-7%	20%	4	1%	-12%	-33%	-1%	-6%
CCC(C)(C)c1ccc(OC(=O)c2cccnc2Cl)cc1	5%	130%[activator]	153%[activator]	-3	116%[activator]	-28%	123%[activator]	-11%	8%
COc1ccc(C2C=C(c3ccccc3)Nc3nc(NC(=O)c4ccc(C)cc4)nn32)cc1 (centres undefined)	-2%	-22%	2%	0	-5%	-1%	-9%[59 µM]	-7%	-1%
O=C(COC(=O)[C@@H]1CC(O)CN1S(=O)(=O)c1ccc([N+](=O)[O-])cc1)NC12CC3CC(CC(C3)C1)C2 (some centres undefined)	-1%	-8%	13%	-2	-6%	-21%	20µM*	3%	17%
COC(=O)CSc1nc2cc(OC)ccc2n1C	6%	-9%	24%	-1	-26%	-5%	71µM*	1%	-4%
CCOCCCNC(=O)C(NC(=O)CNC(=O)c1ccccc1)c1ccc(C)cc1 (centres undefined)	-3%	-10%	17%	2	-6%	9%	15%[59 µM]	3%	0%
CC1CCN(c2ccc(C(=O)Nc3ccc4c(c3)OCO4)cc2[N+](=O)[O-])CC1	10%	?	?	-1	?	?	?	0%	-1%
COc1ccc(CCNc2ncnc3c2nnn3C)cc1OC	-1%	6%	37%	-4	6%	-14%	-3%[59 µM]	3%	-3%
O=C(Nc1ccccc1)Nc1cccc(NC(=O)Nc2ccccc2)c1F	-2%	2%	57%[activator]	-6	1%	9%	5%	1%	11%
O=C(CSc1nnc(NC(=O)C2CC2)s1)NCc1ccc(F)cc1	1%	-6%	23%	1	-2%	1%	nt	17%	0%
COc1ccc(-c2sc3cc(OC)ccc3c2-c2ccc(OCCN3CCOCC3)cc2)cc1	-9%	?	-17%	-4	nt	-1%	nt	0%	0%
COc1ccc([C@@H]2CC(=O)c3c(O)cc(O[C@@H]4OC(CO[C@@H]5OC(C)[C@H](O)[C@@H](O)[C@H]5O)[C@@H](O)[C@H](O)[C@H]4O)cc3O2)cc1O (some centres undefined)	4%	-8%	13%	-7	nt	-10%	nt	11%	-4%
CCn1cc(Cl)c(C(=O)Nc2ccc3c(c2)OCCO3)n1	1%	-7%	22%	-5	-3%	-5%	5%	4%	5%
CCc1ccc(NC(=S)N(CCCN2CCOCC2)Cc2ccco2)cc1	-6%	-35%	17%	0	-17%	-1%	-49%	14%	0%
CC(=O)N1CCC(C(=O)Nc2nc(-c3ccccc3)ns2)CC1	0%	0%	53%	1	2%	-6%	24%[59 µM]	0%	5%
CCOc1ccc(NC(=O)C2CCCN(C(=O)NCc3ccccc3)C2)cc1 (centres undefined)	-1%	-20%	33%	-4	-4%	-9%	-11%[59 µM]	-11%	-4%
O=C(Nc1ccc(-c2cn3ccsc3n2)cc1)C1COc2ccccc2O1 (centres undefined)	-5%	-24%	?	4	-3%	7%	3%[59 µM]	6%	6%
Cc1ccc(C)c(NC(=O)CCN2C(=O)C3CC=CCC3C2=O)c1 (centres undefined)	-8%	5%	40%[activator]	-3	-1%	1%	14%[12.7 µM]	-1%	0%
COc1ccccc1NS(=O)(=O)c1ccc(-c2cc(C)no2)s1	-1%	-4%	25%	-3	-8%	-8%	nt	11%	-1%
O=C(Cc1ccccc1)NC1CCN(C(=O)c2ccc([N+](=O)[O-])cc2)CC1	i	-9%	36%	2	3%	-11%	1%	4%	-3%
O=S(=O)(c1ccc(F)cc1)N1CCC(n2c(C(F)(F)F)nc3cccnc32)CC1	-4%	-20%	14%	0	-2%	-12%	4%[59 µM]	-6%	-4%
Cc1cc(Cn2nc(C(=O)NCc3cccc(C(F)(F)F)c3)cc2-c2ccccc2)on1	9%	-10%	33%	-1	16%	-17%	-10%[2.33 µM]	-1%	-1%
Cc1csc(=O)n1CC(=O)OCc1nnc(-c2ccc([N+](=O)[O-])cc2)o1	i	-11%	26%	-2	-5%	-7%	32%[12.7 µM]	-4%	-11%
CN1C(=O)c2ccc(N(C)C)cc2C1=O	-1%	20%	26%	-7	10%	-9%	2%[59 µM]	1%	-11%
